IMPase Li cell: membrane-permeable IMPase blocker, potentiated with lithium | CHO-M1 cells, IP1 TR-FRET (IP-One), carbachol + lithium | Potency, µM (series often up to 59.4 µM), for inactives: at the top dose activity, negative = IMPase inhibition, hits mostly inhibitors | hit rate 0.35% among 210,000;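 also: IP1 builds up when IMPase is blocked and the TR-FRET signal falls; potency is read from the fitted curve at half-maximal effect; plate controls were basal vehicle for no effect and high inhibitor control for full effect; nearly all actives have a fitted effect of over 50% in size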
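IP1 accumulation measured by competitive TR-FRET in lysed CHO-M1 cells after 30 min compound exposure at 37C, with a small lithium addition to potentiate weak responses. Hill-equation AC50 from ratio and donor-channel data.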
SMN2 splice enh: enhancers of SMN2 splice variant expression; HEK293 SMN2-luciferase splicing reporter, luminescence, 30-36 h; Potency, µM (top dose mostly 46.1 µM), inactives show at the highest dose activity change, positive = activation, actives largely listed as activators; hit rate 2.8% among 210,000; AID 1458; also: potency is read from the fitted curve at half-maximal effect; % of control where 0% means no effect; nearly all actives have a fitted effect of over 55% in size
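qHTS luciferase splicing reporter: luminescence rises when SMN2 exon 7 is included in transfected HEK293 cells. Compound exposure lasted 30-36 h at 37C, with 4.5 mM final sodium butyrate as control, followed by a ONE-Glo read.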
HTT aggregate: mutant huntingtin aggregation inhibition; hit rate 1.1% among 220,000; PC12 HttQ103-GFP aggregates, Acumen cytometry, 40 h; Potency, µM (top dose mostly 46.1 µM), without a hit: top-dose activity change, negative = inhibition, hits mostly inhibitors; also: potency is read from the fitted curve at half-maximal effect; % is scaled to controls: 0 for no effect and ±100 for the full control effect; nearly all actives have a fitted effect of over 60% in size
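PC12 cells stably carrying ecdysone-inducible HTT exon 1 Q103–GFP were induced with tebufenozide (100 nM final) and treated with library compounds in titration. GFP aggregates in lysates were counted by laser scanning cytometry.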
LMNA splice mod: modulators of lamin A splicing; Potency, µM (highest dose often 46.1 µM), for the others: at the top dose ratio change, negative = inhibition, most hits filed as inhibitors; HeLa LMNA splicing GFP/RFP minigene ratio, 48 h; hit rate 0.01% among 200,000; active = well fitted inhibition curve with a large enough effect in the signal ratio, with a control signal flat, not every such curve was filed as active; inconclusive = small, poorly fitted or top-dose-only effect, or effect the other way, or a change in a side signal; the % refers to the signal ratio; also: potency is read from the fitted curve at half-maximal effect; % is scaled to controls: 0 for no effect and ±100 for the full control effect
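S3 HeLa stable clones carrying a lamin A-EGFP splicing minigene plus DsRed2 were seeded at 600 cells/well in Opti-MEM with 2% FBS, pin-dosed and incubated 48 h at 37°C. Acumen cytometry (488 nm) gave the GFP/RFP total-intensity ratio.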
CBFb RUNX1 block: CBF-beta/RUNX1 interaction disruption; Q01196+Q13951; AlphaScreen CBFb-His/RUNX1-biotin binding, biochemical; Potency, µM (series often up to 59.8 µM), inactives show top-dose activity, negative = inhibition, hits mostly inhibitors; 230,000 tested, under 10 active; AID 1477; also: % of control where 0% means no effect
Target sequence (Q01196 whole entry, looked up): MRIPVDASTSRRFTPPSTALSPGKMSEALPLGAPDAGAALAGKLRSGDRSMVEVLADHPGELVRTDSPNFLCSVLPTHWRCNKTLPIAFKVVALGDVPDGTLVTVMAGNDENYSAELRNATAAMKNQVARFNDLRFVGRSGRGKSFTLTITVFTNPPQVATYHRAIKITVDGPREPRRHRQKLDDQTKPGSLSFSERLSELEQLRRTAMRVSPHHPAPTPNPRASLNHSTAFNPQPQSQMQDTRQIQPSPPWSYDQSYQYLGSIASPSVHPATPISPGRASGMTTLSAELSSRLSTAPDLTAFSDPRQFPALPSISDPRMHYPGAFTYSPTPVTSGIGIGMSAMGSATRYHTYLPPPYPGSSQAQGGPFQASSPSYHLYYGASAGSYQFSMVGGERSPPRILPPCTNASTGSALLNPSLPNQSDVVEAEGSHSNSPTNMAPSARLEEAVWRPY
Target sequence (Q13951 whole entry, looked up): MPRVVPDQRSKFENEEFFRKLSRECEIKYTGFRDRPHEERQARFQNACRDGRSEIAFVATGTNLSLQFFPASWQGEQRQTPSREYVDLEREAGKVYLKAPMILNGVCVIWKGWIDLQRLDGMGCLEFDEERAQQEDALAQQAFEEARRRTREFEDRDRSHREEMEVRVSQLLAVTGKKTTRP
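CBFb-His/RUNX1-biotin, 30 nM each, preincubated 20 min RT; compound 15 min RT; Ni + streptavidin beads 50 ng each, 90 min RT; AlphaScreen read.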
HTT cytoprotect: protects HTT-Q103 PC12 cells, measured by ATP | Potency, µM (doses to about 56.4 µM), inactives show cytoprotection (ATP increase), most hits filed as activators | hit rate 0.14% among 230,000 | PC12 HTT-Q103 induced, cytoprotection, ATP luminescence, 40 h | AID 1471;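 also: potency is read from the fitted curve at half-maximal effect; % of control where 0% means no effect; nearly all actives have a fitted effect of over 45% in size; toxic huntingtin expression switched on by the ecdysone agonist tebufenozide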
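Compounds were screened for protection of PC12 cells against cell death after tebufenozide induction (100 nM final) of mutant Huntingtin exon 1 (Q103) fused to GFP.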
Luc counter: blocks Kinase-Glo luciferase, a counter-screen artifact; hit rate 0.28% among 200,000; Kinase-Glo luciferase, ATP luminescence, 8 min; Potency, µM (highest dose often 38.3 µM), without a hit: at the top dose activity change, negative = inhibition, most hits filed as inhibitors; AID 1379; Q27757; also: potency is read from the fitted curve at half-maximal effect; % is scaled to controls: 0 for no effect and ±100 for the full control effect; nearly all actives have a fitted effect of over 60% in size
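Luminescence was the read-out, taken after 8-minute incubation at ambient temperature. Luciferase turned over luciferin with 10 uM ATP in imidazole pH 7.2 buffer containing KCl, MgCl2, Tween 20 and BSA.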
Starred values were filed as active, the others as inactive; u = inconclusive; x = not tested or not shown; [ ] = another dose, or the depositor's remark. Unless noted, calls follow the shape of the dose curve; as a rule, active = well fitted curve in the direction sought with a large enough effect; inconclusive = small, poorly fitted or top-dose-only effect, or another doubt; inactive = no such curve, though single readings can be large; an effect the other way counts as inactive or inconclusive. Rows were taken by chance, and some 4% of all compounds hit somewhere here.

SMILES | IMPase Li cell | SMN2 splice enh | HTT aggregate | LMNA splice mod | CBFb RUNX1 block | HTT cytoprotect | Luc counter
COc1cnn(-c2ccccc2)c(=O)c1N(C)C | 14%[38.3 µM] | 5% | 0% | -4% | 6% | -11% | 1%
COc1ccc(-n2c(C)cc(C(=O)CN3C(=O)NC4(CCc5ccccc54)C3=O)c2C)cc1 (configuration not stated) | 7% | -27% | 6% | u | -3% | -1%[10 µM] | -2%
COCCN1CCn2c(nc3cc(NC(=O)Cn4nc(C)c5ccccc5c4=O)ccc32)C1 | x | x | 15%[9.22 µM] | x | 7% | 0%[10 µM] | x
C/C(CC(=O)Nc1ccccc1C)=N\NC(=O)Cc1csc(N)n1 | -8% | -1% | 0% | -3% | -2% | 5%[10 µM] | 9%
CCn1c2ccccc2c2cc(/C=N/n3cnnc3)ccc21 | 2%[38.3 µM] | -46%[inhibitor] | 7% | u | 2% | -12%[10 µM] | -2%
CCCCN1C(=O)c2ccc(C(=O)Nc3c(N)n(CCCC)c(=O)n(C)c3=O)cc2C1=O | 8%[38.3 µM] | -1% | -7% | -1% | -1% | 21%[10 µM] | -3%
CCOc1cc(/C=N/NC(=O)OC)ccc1OCCSc1ccc(Cl)cc1 | 6% | -31%[inhibitor] | -10% | u | 5% | 15%[10 µM] | -3%
COC(=O)c1c(NC(=O)CN2CCC3(O)CCCCC3C2c2ccc(F)cc2)sc(C)c1C (configuration not stated) | 2% | -14% | -27% | u | -9% | 16%[10 µM] | 2%
O=C(NCCO)Nc1ccc2nc(-c3ccco3)c(-c3ccco3)nc2c1 | 2% | 3% | x | x | 2% | x | -9%
Cc1ccc(Nc2nc(N)nc(CN3CCCCCC3)n2)c(C)c1 | 19%[38.3 µM] | -7% | -2% | -2% | -6% | -2% | 0%
CC1CN(c2nc3c(c(=O)n(Cc4ccc(Cl)c(Cl)c4)c(=O)n3C)n2C)CC(C)O1 (configuration not stated) | 20%[38.3 µM] | -37%[inhibitor] | u | -6% | -2% | -32%[inhibitor][0.074 µM] | 2%
Cc1ccc(C(=O)NC(C)(COc2nonc2C)COc2nonc2C)cc1 | 25%[38.3 µM] | -13% | -7% | -7% | 5% | 21% | 1%
O=C(O)C1C2C=CC(O2)C1C(=O)Nc1ccccc1C(F)(F)F (configuration not stated) | 11%[38.3 µM] | -3% | 6% | 9% | 2% | 1% | -2%
CCN(C(=O)Cn1c(=O)oc2ccccc21)C1CCS(=O)(=O)C1 (configuration not stated) | 7%[38.3 µM] | 8% | -1% | -3% | -5% | 2% | -2%
CCOc1ccccc1OCCOc1cccc(C(F)(F)F)c1 | 16%[38.3 µM] | 6% | 9% | 11% | u | -4% | -2%
CCCCNC(=O)COC(=O)c1cc(Br)ccc1Cl | 2% | -9% | u | -7% | -5% | 35%[10 µM] | 0%
COc1ccc(N2C(=O)CC(NCc3ccncc3)C2=O)cc1 (configuration not stated) | 3% | -1% | -1% | -6% | 4% | 2%[0.074 µM] | 2%
O=C(CNC(=O)c1ccc(S(=O)(=O)N2CCCC2)cc1)N/N=C/c1ccccc1Cl | -1% | -17% | -16% | 1% | -10% | -11%[10 µM] | 2%
Cc1ccc(C(=O)Nc2ccc(O)c(C(=O)O)c2)o1 | 28%[38.3 µM] | 14% | 10% | 5% | 8% | -22%[0.074 µM] | -5%
CCS(=O)(=O)c1ccc(NC(=O)c2ccccc2Cl)c(O)c1 | -8% | -5% | 15% | 2% | -17% | 13%[10 µM] | 7%
CN(C)c1nc(NS(=O)(=O)c2ccc(Cl)cc2)nc(N(C)C)n1 | 3%[38.3 µM] | -5% | 7% | 14% | 0% | 3%[10 µM] | -5%
COc1ccc2[nH]c3c(=O)n(/N=C/c4ccc(OC)c(CN5CCCC5)c4)c(C)nc3c2c1 | x | x | 0%[9.22 µM] | x | -4% | -9%[10 µM] | x
Cc1cc(Br)c2c(c1)C(O)(N1CCCCC1C)C(=O)N2 (configuration not stated) | -1% | -4% | -26% | 6% | 5% | -8%[0.074 µM] | 1%
CC1CCCCC12NC(=O)N(CC(=O)NCc1ccc3c(c1)OCO3)C2=O (configuration not stated) | 1% | -7% | -24% | x | 2% | -16% | 11%
CN1CCc2c1nc1ccccc1c2N=C1CCCN1Cc1ccccc1 | 5% | -30% | 22% | u | -1% | -19%[10 µM] | -1%
CC1(C)CC(=O)C=C(NCc2cccs2)C1 | 8%[38.3 µM] | -10% | -11% | -1% | 7% | 7% | 1%
CCOC(=O)c1c(NC(=O)c2ccc(N3C(=O)[C@@H]4[C@H](C3=O)[C@H]3C=C[C@@H]4C3)cc2)sc2c1CCCC2 | 8% | -7% | -4% | -9% | 10% | -14%[10 µM] | -3%
CCOc1ccc(-c2csc(NC(=O)c3cccc(N4C(=O)CCC4=O)c3)n2)cc1 | x | x | 4%[9.22 µM] | x | 11% | -9%[10 µM] | x
Clc1cccc(-c2ccc(/C=N/n3cnnc3)o2)c1Cl | -14% | -13% | -17% | u | -6% | -15%[10 µM] | 0%
Cc1cnc(CNc2cc(-c3cccc(NS(C)(=O)=O)c3)ncn2)cn1 | 1% | x | x | -1% | x | -45%[inhibitor] | x
O=C(O)c1ccc(/C=N/N2CCN(Cc3ccccc3)CC2)cc1 | 3% | -8% | -4% | -8% | -18% | 36%[10 µM] | 0%
CC1CC2(CCCCC2)Nc2c1ccc1ccccc21 (configuration not stated) | 0% | -20% | 7% | 11% | 5% | 4%[10 µM] | 2%
O=C(Cc1cccc2ccccc12)N/N=C/c1ccc2cccc(O)c2n1 | x | x | 9%[9.22 µM] | x | 3% | -13%[10 µM] | x
CCOCCCNC(=O)c1cc(=O)n(Cc2cccc(C)c2)c2ccccc12 | -5% | -5% | -5% | x | 6% | 2% | -1%
CCCCC(O)(CCCC)C(=O)N/N=C(\C)c1ccc(Cl)cc1 | x | x | 4%[9.22 µM] | x | 10% | -1%[10 µM] | x
N/C(=N\OC(=O)CCCOc1ccccc1)c1ccncc1 | 3% | 10% | 23% | u | 10% | x | -4%
CC(C(=O)Nc1ccc(C#N)cc1)N(C)CC(=O)Nc1cccc(F)c1 (configuration not stated) | 1% | -6% | -18% | x | -19% | -35%[inhibitor] | -3%
COc1ccc(-c2nnn(CC#N)n2)cc1OC | 26%[38.3 µM] | -19% | -2% | -9% | 4% | -9% | -2%
COc1cccc(C=N[C@@H](CO)[C@@H](O)c2ccc([N+](=O)[O-])cc2)c1O | x | x | -4%[9.22 µM] | x | 11% | 0%[10 µM] | x
O=C(c1ccccc1)N1C(=O)C(c2ccccc2)Oc2ccccc21 (configuration not stated) | x | x | -4%[9.22 µM] | x | 1% | 5%[10 µM] | x
COc1ccc(CN2CCCC(C(=O)c3ccc(Cl)cc3)C2)cc1Cn1cccn1 (configuration not stated) | 25% | x | u | 18%[46 µM] | 8% | -8% | 8%
Cc1ccc(N2C(=O)c3n[nH]c(C)c3C2c2ccco2)cc1 (configuration not stated) | 19%[38.3 µM] | u | -9% | 14% | 1% | -3%[10 µM] | 1%
COc1ccccc1Oc1nc2ccccn2c(=O)c1/C=C(\C#N)C(=O)Nc1c(C)n(C)n(-c2ccccc2)c1=O | x | x | -5%[9.22 µM] | x | 0% | -16%[10 µM] | x
COc1ccccc1CC(=O)NCc1ccc2c(c1)OCO2 | 36%[38.3 µM] | 17% | 30% | 8% | 4% | -22%[0.074 µM] | -6%
COc1ccc(NC2=CC(=O)CC(c3ccccc3)C2)cc1 (configuration not stated) | 10% | -3% | 9%[9.22 µM] | -1%[46 µM] | 0% | -4%[10 µM] | 3%
Cn1c(NN)nc2sc3c(c2c1=O)CCC3 | 22%[38.3 µM] | -10% | 8% | -3% | -4% | -21% | -2%
CCOC(=O)Cc1c(C)nc2c(-c3ccccc3)c(-c3ccccc3)[nH]n2c1=O | -1%[38.3 µM] | 4.5µM* | u | 5% | 1% | -48%[inhibitor] | 3%
O=C(NC1CCCC1)C1CCN(c2cnccn2)CC1 | 0% | -7% | x | x | -2% | x | -1%
Cc1ccnc(NC(=O)c2cc(-n3cnnc3)ccc2Cl)c1 | 11% | -5% | -7% | 2% | -2% | 30%[10 µM] | 1%
CCNC(=O)[C@H]1O[C@H](n2cnc3c(N)nc(NCCc4ccc(CCC(=O)O)cc4)nc32)[C@@H](O)[C@@H]1O | 4% | x | x | x | 5%[21.7 µM] | -6% | -19%
O=C1N=C(N2CCCC2)S/C1=C\C=C\c1ccccc1 | x | x | 14%[9.22 µM] | x | -6% | -16%[10 µM] | x
CC(=O)C1=C(C)NC(SCC(=O)c2ccccc2)=C(C#N)C1c1ccco1 (configuration not stated) | 2%[38.3 µM] | 15% | 2% | u | 9% | -21% | -4%
CSCCC(NC(=O)c1ccccc1)C(=O)OCC(=O)Nc1ccc(C)c(Cl)c1 (configuration not stated) | 24%[38.3 µM] | -9% | 20% | 3% | -10% | 16% | 0%
O=C(Nc1cccc(NC(=O)c2ccco2)c1)c1ccc2c(c1)OCO2 | 0%[38.3 µM] | 3% | -5% | 0% | -4% | -8%[0.074 µM] | -12%
Cn1cccc1/C=N/NC(=O)c1cccnc1 | 2% | 3% | -10% | -5% | -1% | -1%[10 µM] | -7%
O=C(Nc1ccc(F)cc1)C1CCC(N2C(=O)c3ccccc3C2=O)CC1 (configuration not stated) | 6%[38.3 µM] | 19% | -6% | -3% | 21% | -22% | 1%

Reprinted at random: two compounds from above.
SMILES | IMPase Li cell | SMN2 splice enh | HTT aggregate | LMNA splice mod | CBFb RUNX1 block | HTT cytoprotect | Luc counter
O=C(Nc1ccc(F)cc1)C1CCC(N2C(=O)c3ccccc3C2=O)CC1 (configuration not stated) | 6%[38.3 µM] | 19% | -6% | -3% | 21% | -22% | 1%
O=C(O)C1C2C=CC(O2)C1C(=O)Nc1ccccc1C(F)(F)F (configuration not stated) | 11%[38.3 µM] | -3% | 6% | 9% | 2% | 1% | -2%

Compound profiles (already shown). Screens in order: IMPase Li cell	SMN2 splice enh	HTT aggregate	LMNA splice mod	CBFb RUNX1 block	HTT cytoprotect	Luc counter
Listed for CSCCC(NC(=O)c1ccccc1)C(=O)OCC(=O)Nc1ccc(C)c(Cl)c1 (configuration not stated) → 24%[38.3 µM]	-9%	20%	3%	-10%	16%	0%
Listed for O=C1N=C(N2CCCC2)S/C1=C\C=C\c1ccccc1 → x	x	14%[9.22 µM]	x	-6%	-16%[10 µM]	x

Screening data from PubChem BioAssay.
